# High-throughput results as filed in PubChem BioAssay.
# AMA1 RON2 block – AMA1-RON2 (P. falciparum) interaction inhibition; AlphaScreen AMA1-biotinylated RON2 peptide binding; Potency, µM (doses to about 58.2 µM), for the others: at the top dose activity change, negative = inhibition, usual class: inhibitors; 360,000 tested, 0.2% active;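 also: potency is read from the fitted curve at half-maximal effect; 0% = vehicle wells and -100% = peptide control; nearly all actives have a fitted effect of over 45% in size; some results filed as inactive show a strong effect at the top dose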
#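 AMA1 (3D7) with his tag at 25 nM final met compounds first, then biotinylated RON2 peptide at 25 nM; detection used donor plus acceptor beads, 10 µg/mL apiece, read by AlphaScreen after 30 min at room temperature.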
# AmpC no deterg – inhibitors of E. coli AmpC beta-lactamase without detergent. AmpC nitrocefin hydrolysis, absorbance 480 nm, 0.0001% Triton. Potency, µM (doses to about 57.1 µM), for the others: at the top dose activity change, negative = inhibition, actives largely listed as inhibitors. 330,000 tested, 0.52% active. AID 485341;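 also: potency is read from the fitted curve at half-maximal effect; plate controls were no compound for no effect and no enzyme for full effect; nearly all actives have a fitted effect of over 20% in size; some results filed as inactive show a strong effect at the top dose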
# Target sequence (P00811 whole entry, looked up): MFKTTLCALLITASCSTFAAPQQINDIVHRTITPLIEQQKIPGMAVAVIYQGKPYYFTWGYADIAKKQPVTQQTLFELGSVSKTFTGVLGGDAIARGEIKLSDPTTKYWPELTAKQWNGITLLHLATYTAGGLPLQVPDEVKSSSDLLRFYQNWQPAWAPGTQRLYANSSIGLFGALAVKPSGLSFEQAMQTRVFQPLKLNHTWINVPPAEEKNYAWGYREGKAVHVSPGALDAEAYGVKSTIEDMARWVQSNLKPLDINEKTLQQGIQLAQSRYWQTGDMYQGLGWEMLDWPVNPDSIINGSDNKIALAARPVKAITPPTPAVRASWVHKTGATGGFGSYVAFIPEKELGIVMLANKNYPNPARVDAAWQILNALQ
#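 20 mM phosphate pH 7.0 + 0.01% (detergent screen) or 0.0001% Triton X-100; 5.3 nM AmpC reagent; cpd preinc 15 min RT; nitrocefin (800 uM stock) to start; A480 q20 s × 4 min; Activity was normalised to no-enzyme and no-compound control wells.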
# HCV inhibitor – inhibitors of hepatitis C virus infection. 340,000 tested, 3.4% active. Potency, µM (doses to about 41.8 µM), for the others: at the top dose activity change, negative = inhibition, usual class: inhibitors. Huh7.5.1 HCVcc-Cre infection, luciferase reporter, 44 h; also: potency is read from the fitted curve at half-maximal effect
#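 Cells (1,000/well) were plated 4 h before compound, then infected with HCVcc-Cre virus (~0.5 moi). After 44 h further culture, infection was read as luciferase luminescence following a 15 min substrate incubation at room temperature.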
# AmpC detergent – inhibitors of E. coli AmpC beta-lactamase with detergent; P00811; AmpC hydrolysis of nitrocefin, absorbance 480 nm, 0.01% Triton; Potency, µM (series often up to 114 µM), inactives show top-dose activity change, negative = inhibition, hits mostly inhibitors; 370,000 tested, 0.041% active; AID 485294;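 also: potency is read from the fitted curve at half-maximal effect; 0% = no-compound wells and -100% = no-enzyme wells; nearly all actives have a fitted effect of over 25% in size; some results filed as inactive show a strong effect at the top dose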
#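 AmpC (5.3 nM in the dispensed reagent) in 20 mM phosphate pH 7.0 with 0.01% (detergent screen) or 0.0001% Triton X-100 was preincubated with compounds for 15 min at room temperature. Nitrocefin was then added from an 800 uM solution, and hydrolysis was followed at 480 nm.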
# TbPYK inhibitor – inhibitors of Trypanosoma brucei pyruvate kinase; TbPYK enzyme, Kinase-Glo Plus ATP luminescence, 45 min; Potency, µM (highest dose often 76.8 µM), for the others: at the top dose activity, negative = inhibition, actives largely listed as inhibitors; Q57TT1; 410,000 tested, 0.12% active; also: potency is read from the fitted curve at half-maximal effect; nearly all actives have a fitted effect of over 50% in size
#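 Assay buffer: 50 mM TEA pH 7.2, 100 mM KCl, 10 mM MgCl2, 0.05% BSA, 0.01% Tween-20. Pyruvate kinase from T. brucei plus substrate met compound, then ADP (130 uM final). Luminescence was read post 45 min RT.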
# LmPK inh – LmPK (Leishmania mexicana) enzyme inhibition. Q27686. 290,000 tested, 0.37% active. Potency, µM (series often up to 57.5 µM), for the others: at the top dose activity change, negative = inhibition, most hits filed as inhibitors. AID 1721. purified LmPK, Kinase-Glo ATP luminescence, 1 h; also: potency is read from the fitted curve at half-maximal effect
# Target sequence (Q27686 whole entry, looked up): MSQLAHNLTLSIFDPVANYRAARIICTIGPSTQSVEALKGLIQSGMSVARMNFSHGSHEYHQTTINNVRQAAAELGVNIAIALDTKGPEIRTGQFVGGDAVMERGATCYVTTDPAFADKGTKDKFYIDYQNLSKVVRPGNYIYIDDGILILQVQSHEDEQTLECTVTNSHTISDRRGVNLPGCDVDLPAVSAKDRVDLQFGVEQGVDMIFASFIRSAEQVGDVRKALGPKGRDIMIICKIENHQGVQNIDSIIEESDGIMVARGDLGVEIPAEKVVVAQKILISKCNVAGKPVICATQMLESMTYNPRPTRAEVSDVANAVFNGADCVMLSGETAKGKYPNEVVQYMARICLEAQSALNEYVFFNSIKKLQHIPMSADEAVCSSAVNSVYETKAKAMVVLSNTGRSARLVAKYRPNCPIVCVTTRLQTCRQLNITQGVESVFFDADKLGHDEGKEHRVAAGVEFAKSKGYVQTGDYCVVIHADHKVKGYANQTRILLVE
#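 qHTS format; LmPK 0.1 nM; substrates PEP 0.5 mM and ADP 0.1 mM. One-hour room-temperature incubation, then coupled luciferase luminescence; 0.5 nM enzyme wells mark activation.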
# HCMV inh – inhibitors of human cytomegalovirus | HFF cells, HCMV-luciferase reporter, 72 h; hits give low values | 410,000 tested, 4.5% active | AID 1259415 | activity change, negative = inhibition, % at 57.5 µM; in the data active = activity change below about -60%; inconclusive = no clear call, values can overlap the other calls; inactive = above about -39%
#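 Human foreskin fibroblasts infected with luciferase-reporter HCMV at MOI 1 PFU/cell, compounds at two doses. Luciferase measured 72 h post infection; normalized to buffer-only basal and Salinomycin (10uM) controls.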
# The depositor's hits bear a star; ? = inconclusive; . = not tested or not shown; & = joins results of further samples; [ ] = another dose, or the depositor's remark. Unless noted, calls follow the shape of the dose curve; as a rule, active = well fitted curve in the direction sought with a large enough effect; inconclusive = small, poorly fitted or top-dose-only effect, or another doubt; inactive = no such curve, though single readings can be large; an effect the other way counts as inactive or inconclusive. Unless noted, % is scaled to controls: 0 for no effect and ±100 for the full control effect.
SMILES,AMA1 RON2 block,AmpC no deterg,HCV inhibitor,AmpC detergent,TbPYK inhibitor,LmPK inh,HCMV inh
Cc1cc(S(=O)(=O)NC2CCCCC2)ccc1OCC(=O)NCc1ccccn1,0%,64%[activator],17%,1%,-2%,4%,19
O=[N+]([O-])/C=C\c1ccc(N2CCCC2)c(F)c1,22%,-18%,19%,1%,0%,-8%,.
CCn1c(C(C)NC(=O)c2ccccc2C)n[nH]c1=S (stereo unspecified),-3%,-2%,6%,-3%,-3%,1%,-34
CC(C)CCOc1ccc(C2(C)NC(=O)N(CN3CCOCC3)C2=O)cc1 (stereo unspecified),7%,-3%,-8%,?,9%,-1%,.
CC(=O)Nc1ccc(S(=O)(=O)NCc2cccn2Cc2cccc(C)c2)cc1,.,.,.,-1%,-5%,.,-31
CCOC(=O)C1=C(C)Nc2nnnn2C1c1ccc(OC)c(Br)c1 (stereo unspecified),-4%,-1%,-12%&-2%,0%,3%,2%,21
O=C1CC(N2CCC(c3nc4ccccc4s3)CC2)C(=O)N1Cc1ccccc1 (stereo unspecified),10%,159%[activator],-29%,?,.,1%,-15
COc1ccc(-c2nc(=S)[nH][nH]2)cc1OC,83%[activator],-16%[11.4 µM],9%,-10%,?,0%,-18
O=S(=O)(NCCc1csc(-c2cccnc2)n1)c1ccc(Cl)s1,-1%,-11%,?,-18%,0%,0%,?
CCCCN(CC)CCCNC(=O)c1cc2c(-c3ccc(OC)c(OC)c3)nn(C)c2s1,-6%,40%,?,1%&1%,5%&-1%,-6%,38&-13
COc1cc(NC(=O)CCn2c(=O)oc3ccccc32)cc(OC)c1OC,0%,-6%,?,-1%&15%,-4%&10%,0%,-2&-24
CCC(=O)N1c2ccccc2CC1C(=O)N1CCN(c2ccccc2F)CC1 (stereo unspecified),.,.,.,11%,-1%,.,4
CC(C)(C)NC(=O)CN1C(=O)c2cccc3cccc1c23,-2%,.,.,.,2%,.,-3
COc1ccc(S(=O)(=O)N2CCSC2c2ccc(N)cc2)cc1 (stereo unspecified),14%,-20%,-22%,5%,-8%,3%,-6
CCNS(=O)(=O)c1ccc(NC(=O)Nc2cc(C)ccc2OC)cc1,-11%,11µM*,13µM*,2%,4%,0%,-15
CS(=O)(=O)N(CCC#N)Cc1ccco1,18%,-14%,5%,?,1%,2%,8
CCC1CCCCN1C(=O)c1sc2ncnc(N(CC)CC)c2c1C (stereo unspecified),-2%,50%,-3%,7%,-3%,-7%,-11
CN(C)S(=O)(=O)c1ccc(N2CCN(S(=O)(=O)c3ccc(F)cc3)CC2)c(Cl)c1,0%,2%,?,-7%,1%,1%,12
COc1ccc(OC)c(NC(=O)c2oc(=O)c3ccccc3c2-c2ccccc2)c1,.,.,.,6%,-9%,.,15
c1cc(-c2cc3nc(NCC4CC4)ccn3n2)ccc1OCCN1CCOCC1,-5%,.,.,.,-11%,.,49
CCn1c(SCC(=O)N2CCCC2)nc2ccccc21,-2%,-16%,2%,-17%,1%,4%,-31
Cc1ccc(S(=O)(=O)Nc2cccc(C(=O)NCC(C)(C)N3CCOCC3)c2)cc1F,12%,-34%,7%,?,0%,.,-13
O=C1CC(c2ccccc2)Cc2nc3ncnn3cc21 (stereo unspecified),7%,-11%,?,3%,-9%,8%,0
O=C(CSCc1nc2cccnc2n1C1CCCCC1)NCc1cccc(Br)c1,.,.,.,2%,-1%,.,0
O=C(CNC(=O)Cc1ccccc1)NCC(=O)N1CCN(C(c2ccccc2)c2ccccc2)CC1,-4%,201%[activator],12%,0%,3%,1%,3
COc1ccc2nc(SCC(=O)Nc3ccccc3C#N)[nH]c2c1,1%,-21%,-8%,-10%,-9%,2%,-17
O=C(COC(=O)/C=C/c1ccc(Cl)cc1)Nc1cccc(S(=O)(=O)NC2=NCCCCC2)c1,-5%,-3%,-10%,.,0%,.,-33
COc1cccc(C(C)NC(=O)C2CCCO2)c1 (stereo unspecified),-2%,-14%,-20%,1%,5%,-4%,8
CCCCN(C(=O)c1ccc([N+](=O)[O-])o1)c1c(N)n(CC(C)C)c(=O)[nH]c1=O,-8%,-19%,-5%,?,-15%,.,-11
CCc1ccc(-c2cnc3ccccc3n2)cc1NC(=O)CNC(=O)c1ccccc1,-16%,5%,11%,-6%,-4%,-8%,49
NC(=O)CC(NC(=O)Cc1cccc2ccccc12)c1ccc(NCCOc2ccccc2)c([N+](=O)[O-])c1 (stereo unspecified),13%,-9%,-23%,0%,1%,8%,-68*
N#Cc1ccccc1COC(=O)c1cc(=O)c2ccccc2o1,13%,-10%,14%,-11%,1%,2%,-16
COc1cccc(O)c1CN1CCCC(C(=O)c2sccc2C)C1 (stereo unspecified),5%,-29%,-19%,6%,4%,7%,?
C/C(N)=C(/C#N)C(=O)COC(=O)CSc1ccccc1,8%,-10%,1%,3%,-2%,1%,-9
O=C(CNS(=O)(=O)c1ccc(Cl)cc1)N/N=C/c1ccco1,31%[activator],-19%,1%,-5%,-8%,-3%,-15
O=C(O)CSC1CC(=O)N(c2ccc(Cl)c(Cl)c2)C1=O (stereo unspecified),-1%,-23%,6%,?,7%,1%,4
O=C(CCN1C(=O)[C@H]2CC=CC[C@H]2C1=O)NCc1nc(-c2ccc(Cl)cc2)no1,-6%,32%,-12%,-11%,-1%,8%,?
Cc1cccnc1NC(=O)COc1ccc2c(c1)CCC2,1%,-23%,?,-7%,-3%,.,-3
OCC(CBr)(CBr)CBr,24%,-7%,18%,1%,-14%,.,-24
O=C(COc1cccc(Br)c1)N/N=C/C(=O)c1ccccc1,-10%,-14%,4%,-4%,0%,1%,-25
CCCc1c(-c2cccc(F)c2)ncn1Cc1ccccc1OC,-19%,.,.,.,5%,.,-16
CCCCCCN1C[C@H](O)[C@@H](n2cc(-c3ccc(F)cc3)nn2)C[C@@H]1c1ccc(C)cc1,-8%,.,.,.,-5%,.,25
CCCn1c(N)c(C(=O)CN2CCN(S(=O)(=O)c3cccc(Cl)c3)CC2)c(=O)[nH]c1=O,0%,13%,-1%,.,0%,.,0
Cc1ccc(C(C(=O)NCC2CCCO2)N(Cc2ccccc2)C(=O)c2ccc(-c3ccccc3)[nH]2)o1 (stereo unspecified),-24%,116%[activator],?,-11%,1%,2%,?
CC1(c2ccccc2)NC(=O)N(CC(=O)Nc2cc(S(=O)(=O)N3CCOCC3)ccc2Cl)C1=O (stereo unspecified),4%,26%,2%,-10%,0%,0%,?
O=C(Nc1ccc(F)c(Cl)c1)C1CCCCC1,2%,-27%,?,0%,-6%,.,-38
Cc1nc2ccccc2cc1C(=O)N(C)Cc1ccccc1,10%,-1%,25%,?,-2%,6%,-19
O=C1CN(S(=O)(=O)c2cc(Br)ccc2Br)CCN1,-6%,-3%,-5%,.,-2%,.,-20
O=S(=O)(Nc1nc2c(s1)CCCC2)c1ccc(F)cc1,7%,-46%,18%,2%,1%,1%,9
Cc1cc(C)n(C(C)CC(=O)N2CCc3ccccc32)n1 (stereo unspecified),-3%,-1%,-22%,-8%,-1%,6%,59
CCOC(=O)C1CCCN(C(=O)c2ccc3nc(-c4cccc(OC)c4)oc3c2)C1 (stereo unspecified),-11%,-8%,?,-1%,1%,-3%,31
O=C(Nc1ccccc1)N1N=CCC1c1ccccc1 (stereo unspecified),10%,-8%[2.29 µM],-5%,-8%,-1%,1%,?
Cc1ccc(S(=O)(=O)c2nnn3c2nc(N2CCN(c4ccc(F)cc4)CC2)c2cc(Cl)ccc23)cc1C,.,.,.,21%,2%,.,1
CCc1ccccc1N(CC(=O)NC1CCCCC1)C(=O)CCC(=O)Nc1ccccn1,-4%,32%,9%,-15%,-1%,-2%,21
CC(/C=N/NC(=O)c1cc(-c2ccc(C)o2)[nH]n1)=C\c1ccccc1,37%[activator],-42%,7%,-7%,-1%,3%,-16
CC(C)(CNC(=O)Cc1ccc(Cl)cc1Cl)N1CCOCC1,-8%,12%,9%,2%,0%,-7%,-8
CNc1cc(N2CCN(S(=O)(=O)N(C)C)CC2)ccc1[N+](=O)[O-],-16%,-31%,5%,-11%,3%,-2%,4
Cc1nn(Cc2cccc(Oc3ccccc3)c2)c(C)c1NC(=O)NC12CC3CC(CC(C3)C1)C2,8%,-8%,?,-16%,2%,1%,?
O=C(c1ccc(F)cc1)N1CCC(c2nc(-c3ccc(S(=O)(=O)N4CCCC4)cc3)no2)CC1,.,.,.,17%,-11%,.,-11
COc1ccc(-c2cc(-c3ccc(Cl)cc3)c(C#N)c(SCC(=O)O)n2)cc1,135%[activator],49%,2%,-3%,3%,-4%,17

# Fetched by structure from the entries so far (four):
SMILES,AMA1 RON2 block,AmpC no deterg,HCV inhibitor,AmpC detergent,TbPYK inhibitor,LmPK inh,HCMV inh
O=C(COc1cccc(Br)c1)N/N=C/C(=O)c1ccccc1,-10%,-14%,4%,-4%,0%,1%,-25
O=C(CNC(=O)Cc1ccccc1)NCC(=O)N1CCN(C(c2ccccc2)c2ccccc2)CC1,-4%,201%[activator],12%,0%,3%,1%,3
COc1ccc(-c2nc(=S)[nH][nH]2)cc1OC,83%[activator],-16%[11.4 µM],9%,-10%,?,0%,-18
COc1cccc(C(C)NC(=O)C2CCCO2)c1 (stereo unspecified),-2%,-14%,-20%,1%,5%,-4%,8

# Remaining list, next part:
SMILES,AMA1 RON2 block,AmpC no deterg,HCV inhibitor,AmpC detergent,TbPYK inhibitor,LmPK inh,HCMV inh
CCOC(=O)c1c(-c2ccc(-c3ccccc3)cc2)csc1NC(=O)CNCCN(C)C,-1%,173%[activator],5.6µM*,-12%,0%,4%,-100*
Cc1nc2ccccc2c2oc(C(=O)N3CCc4ccccc4C3)cc12,-4%,142%[activator],?,-15%,1%,2%,-17
CCN(C(=O)c1cc2ccccc2oc1=O)c1ccccc1,-2%,-17%,2%,?,-8%,-7%,29
O=C(CCc1cn2ccccc2n1)NC1CCCc2c1cnn2-c1ccccc1F (stereo unspecified),0%,-10%,6%,5%,-4%,1%,-27
Cc1ccc(F)c(S(=O)(=O)NC(=O)C2(C)CCN2C(=O)Cc2ccsc2)c1 (stereo unspecified),5%,.,.,.,-2%,.,-2
COc1ccc(/C=C/C(=O)c2c(O)n(CCC3=CCCCC3)c(=O)[nH]c2=O)cc1OC,1%,-24%,0%,?,0%,-1%,-34
COc1cccc(/C=N/NC(=O)c2cnn(-c3ccccc3)c2N)c1,-2%,-39%,-29%,2%,-1%,-22%,45
